Screening results deposited in PubChem BioAssay by National Center for Advancing Translational Sciences (NCATS).
TRPV1 ag = human TRPV1 agonism; activation, % at 8.33 µM; hit rate 0.19% among 320,000; TRPV1-expressing cells, Fluo-8 calcium influx, agonist mode; AID 540275; in the data active means activation above about 80%; inconclusive means between about 30% and that limit; further: 0% is about no effect
Target sequence (Q8NER1 whole entry, looked up): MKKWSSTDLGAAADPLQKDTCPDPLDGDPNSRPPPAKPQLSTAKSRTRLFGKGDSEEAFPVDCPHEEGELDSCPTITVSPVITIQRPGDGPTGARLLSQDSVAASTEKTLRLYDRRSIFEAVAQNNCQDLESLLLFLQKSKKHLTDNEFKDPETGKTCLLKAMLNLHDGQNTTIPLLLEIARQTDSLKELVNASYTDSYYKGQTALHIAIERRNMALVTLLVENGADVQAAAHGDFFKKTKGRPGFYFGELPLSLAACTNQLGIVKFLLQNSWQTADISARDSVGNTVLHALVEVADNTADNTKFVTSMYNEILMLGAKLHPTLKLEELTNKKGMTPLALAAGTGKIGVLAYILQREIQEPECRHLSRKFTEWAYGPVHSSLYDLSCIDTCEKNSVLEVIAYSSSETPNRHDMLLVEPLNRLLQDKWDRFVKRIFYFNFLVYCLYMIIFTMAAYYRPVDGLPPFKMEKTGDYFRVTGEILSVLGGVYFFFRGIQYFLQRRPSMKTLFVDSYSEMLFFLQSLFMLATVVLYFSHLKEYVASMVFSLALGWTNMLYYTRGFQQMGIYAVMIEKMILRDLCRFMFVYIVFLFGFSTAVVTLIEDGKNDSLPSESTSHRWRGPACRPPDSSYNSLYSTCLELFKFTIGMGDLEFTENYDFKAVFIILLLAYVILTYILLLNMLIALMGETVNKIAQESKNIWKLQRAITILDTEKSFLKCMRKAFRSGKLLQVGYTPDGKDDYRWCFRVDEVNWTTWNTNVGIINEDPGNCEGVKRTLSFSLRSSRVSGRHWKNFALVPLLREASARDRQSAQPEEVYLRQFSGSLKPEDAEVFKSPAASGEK
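TRPV1-expressing cells were cultured overnight at 35.5C and loaded with Fluo-8 calcium dye for 40 to 90 min at room temperature. After a 10 s baseline, compound was added and calcium influx was read kinetically for 3 min (ex 480/em 520 nm).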
p53 reactivator = re-activators of mutant p53. H1299 p53-A138V BP100-luciferase reporter, luminescence, 24 h. Potency, µM (series often up to 92.2 µM), for the others: top-dose activity change, positive = activation, hits mostly activators. AID 504706. hit rate 0.063% among 320,000; further: potency means the concentration at half of the fitted maximal effect; % of control where 0% means no effect; nearly all actives have a fitted effect of over 45% in size
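p53-null H1299 cells stably carrying temperature-sensitive p53-A138V and a BP100-luciferase reporter were pinned with compounds (4-point, 1:5 series) and held 24 hrs at 37 deg C. Luminescence was read 10 min after detection reagent.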
Eya2 phos inh = blocks the phosphatase activity of human Eya2 | O00167 | recombinant Eya2, OMFP fluorescence dephosphorylation (OMFP is methylfluorescein phosphate) | hit rate 0.006% among 330,000 | Potency, µM (top dose mostly 76.9 µM), without a hit: at the highest dose activity, negative = inhibition, most hits filed as inhibitors; further: potency means the concentration at half of the fitted maximal effect; on the % scale 0 is the no-effect control and ±100 the full control effect
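Eya2 (0.2 uM) preincubated 10 min at ambient with compound, then OMFP substrate added at 50 uM; 10 min reaction in 50 mM HEPES pH 7.5, 50 mM NaCl, 5 uM MgCl2, 0.05% BSA, 1 mM DTT. Fluorescence read at Ex 485/Em 525 nm.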
uPA generation = inhibitors of cell surface uPA generation. cell surface uPA generation assay, qHTS. Potency, µM (titrated, usually from 38.3 µM), without a hit: at the highest dose activity change, negative = inhibition, usual class: inhibitors. hit rate 0.31% among 330,000. AID 540303; active means well fitted inhibition curve with a large enough effect; inconclusive means small, poorly fitted or top-dose-only effect; inactive means no such curve, though single readings can be large or run the other way; tested in mouse RAW 264.7 cells; further: potency means the concentration at half of the fitted maximal effect; on the % scale 0 is the no-effect control and ±100 the full control effect; nearly all actives have a fitted effect of over 55% in size
BRCA1 expr up = BRCA1 expression activation; MCF7-BRCA1-FFLuc reporter, luminescence, 48 h; response scale: scaled: vehicle 0%, 10 µM genistein 100%; Potency, µM (series often up to 46.1 µM), for inactives: at the highest dose activation, hits mostly activators; hit rate 1.1% among 380,000; AID 624202; further: potency means the concentration at half of the fitted maximal effect; nearly all actives have a fitted effect of over 80% in size; some results filed as inactive show a strong effect at the top dose
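48 h compound treatment of MCF7-BRCA1-FFLuc cells (phenol-red free MEM, 37 °C), then 15 min with luciferase substrate and luminescence imaging.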
ASM inhibitor = inhibitors of human secretory acid sphingomyelinase. P17405. placental ASM, HMU-PC fluorogenic substrate, 60 min. Potency, µM (highest dose often 57.5 µM), inactives show at the top dose activity change, negative = inhibition, most hits filed as inhibitors. hit rate 0.006% among 340,000. AID 504937; further: potency means the concentration at half of the fitted maximal effect
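qHTS format. ASM enzyme prepared from human placenta hydrolyses the fluorogenic substrate HMU-PC0 (9 uM final) over 60 min at 37 °C after a 10 min compound preincubation.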
ELG1 genotoxic = inducers of genotoxicity in HEK293T ELG1-luciferase cells; HEK293T ELG1-luciferase reporter, luminescence, 16 h; Potency, µM (series often up to 46 µM), without a hit: at the highest dose activity change, positive = activation, usual class: activators; hit rate 1.3% among 330,000; AID 504466; further: potency means the concentration at half of the fitted maximal effect; % of control where 0% means no effect; nearly all actives have a fitted effect of over 60% in size
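HEK293T cells expressing luciferase-tagged ELG1 were exposed to compound or DMSO vehicle for 16 hr at 37 °C and 5% CO2. Luciferase activity was then measured with ONE-Glo after 30 min at room temperature.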
a7 integrin act = activators of alpha7 integrin expression for muscular dystrophy | alpha7betagal myoblasts, beta-gal FDG fluorescence, 48 h | Potency, µM (titrated, usually from 38.3 µM), for inactives: at the top dose activation, actives largely listed as activators | hit rate 0.064% among 350,000 | AID 624291;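 further: potency means the concentration at half of the fitted maximal effect; 100% = response of the positive control SU9516; nearly all actives have a fitted effect of over 60% in size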
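alpha7betagal+/- myoblasts (passage 13, 250/well) treated 48 h at 37C with compounds at 1:260 dilution of DMSO stock. Lysed, then beta-galactosidase activity read as FDG fluorescence (ex 480/em 540) after 30 min, with pre-read for autofluorescence.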
USP2a block = USP2a (human) protease inhibition; O75604; USP2 core, Ub-CHOP2 coupled fluorogenic reporter, 485/531; Potency, µM (doses to about 38.3 µM), without a hit: top-dose activity change, negative = inhibition, usual class: inhibitors; hit rate 0.01% among 330,000; AID 463254;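 further: potency means the concentration at half of the fitted maximal effect; plate controls were DMSO wells for no effect and full inhibition by NEM control for full effect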
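USP2 core (10nM final) preincubated 30min RT with compound in 20mM Tris-HCl pH 8.0, 2mM CaCl2, 2mM beta-mercaptoethanol, 0.05% CHAPS; 25nM Ub-CHOP2 plus 25nM reporter substrate added, fluorescence (Ex485/Em531) read after 60min.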
B2AR arrestin = beta2AR (human) beta-arrestin recruitment activity; P07550; hit rate 0.02% among 330,000; beta-arrestin recruitment to beta2AR, cell-based reporter; Potency, µM (top dose mostly 46.1 µM), inactives show top-dose activation, usual class: activators;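 further: potency means the concentration at half of the fitted maximal effect; 0% = DMSO controls and full agonism = EC100 isoproterenol or metaproterenol; nearly all actives have a fitted effect of over 65% in size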
PTAP TSG101 blk = blocks PTAP/TSG101 interaction to inhibit HIV-1 budding; AID 493005; Q99816; Potency, µM (series often up to 115 µM), for inactives: at the top dose activity change, negative = inhibition, most hits filed as inhibitors; 340,000 tested, under 10 active; Fluorescence polarization, FITC-PTAP peptide / Tsg101 binding; active means well fitted inhibition curve with a large enough effect in the main read-out, with a control signal flat, not every such curve was filed as active; inconclusive means small, poorly fitted or top-dose-only effect, or effect the other way, or a change in a side signal; inactive means no such curve, though single readings can be large or run the other way; further: potency means the concentration at half of the fitted maximal effect; % of control where 0% means no effect
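Steps: Tsg101 binding domain dispensed (10 uM final), compounds pinned in DMSO, FITC-labeled PTAP-motif peptide added (50 nM final); after 20 min binding at room temperature, polarization measured.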
* = called active by the depositor; ? = inconclusive; . = no result given; [ ] = dose if it differs, or a comment. Unless noted, the call rests on the fitted dose curve; in most records, active means well fitted curve in the direction sought with a large enough effect; inconclusive means small, poorly fitted or top-dose-only effect, or another doubt; inactive means no such curve, though single readings can be large; an effect the other way counts as inactive or inconclusive.

Value order – B2AR arrestin	BRCA1 expr up	Eya2 phos inh	p53 reactivator	ELG1 genotoxic	uPA generation	PTAP TSG101 blk	a7 integrin act	TRPV1 ag	USP2a block	ASM inhibitor
1: COc1ccc(-c2cnn3cc(-c4cccc(Cl)c4)cnc23)cc1
→ 0.5%	-5%	-3%	2%	0%	8%	-2%	11%	0	2%	1%
2: COc1ccc(CNc2ccc([N+](=O)[O-])cn2)cc1
→ -0.7%	10µM*	8%	?	?	-4%	0%	9%	2	1%	-2%
3: CC1=C(C(N)=O)C(c2ccc(Cl)cc2)NC(=O)N1 (configuration not stated)
→ -0.1%	0%	5%	-5%	2%	-2%	-8%	-12%	-1	5%	0%
4: CCN1C(=O)[C@H]2[C@@H](c3ccc(-c4ccc(OC)cc4)c(OC)c3)N[C@@](C)(C(=O)OC)[C@H]2C1=O
→ 0.1%	9%	-11%	9%	2%	-4%	-4%	10%	1	0%	-4%
5: O=C(CN1CCCCC1)Nc1nc(-c2ccc(F)c(F)c2)cs1
→ -0.1%	7.1µM*	9%	?	-19%	1%	-7%	-20%	-1	-4%	-1%
6: CCO[C@@H]1OC(C(=O)NCc2nc3ccccc3[nH]2)=C[C@H](c2ccccc2)[C@H]1CCCO
→ -0.3%	3%	1%	-5%	-11%	6%	-4%	-5%	1	-4%	3%
7: COCCNC(=O)c1ccc(CS(=O)(=O)c2cccc(C(F)(F)F)c2)o1
→ 11%	5%	-5%	10%	-1%	1%	2%	11%	2	0%	6%
8: CSc1ccccc1NC(=O)CN(C)C(=O)CNc1ccc(C(F)(F)F)cc1[N+](=O)[O-]
→ 0.0%	-12%	15%	-5%	-5%	-27%	-12%	3%	1	1%	-9%
9: Cc1cc(C)c(OCCCCNCc2ccccc2)c(Cl)c1
→ -0.2%	-57%	-11%	-6%	-4%	.	-3%	-68%[inhibitor]	0	1%	-2%
10: COC(=O)C(C(=O)OC)c1ncccc1[N+](=O)[O-]
→ -0.4%	3%	-28%	-2%	-2%	0%	-2%	-19%	0	8%	-1%
11: CN(C)CCNc1oc(/C=C/c2ccccc2)nc1C#N
→ -0.1%	42%	1%	?	11%	4%	-2%	-6%	-1	5%	.
12: O=C(Nc1ccc(Cl)cn1)c1ccc2[nH]c(=O)c(=O)[nH]c2c1
→ -0.2%	-1%	5%	10%	3%	-26%	-2%	39%	2	2%	1%
13: CCCc1nc2n[nH]c(N)c2c2c1COC(C)(C)C2
→ -0.4%	-16%	3%	-2%	5%	.	-1%	-26%	-3	2%	-1%
14: C[C@H]1CN(Cc2ccccc2)C(=O)[C@@H]1CC(=O)NCc1ccccc1
→ 2.0%	3%	0%	.	0%	-1%	-3%	-30%	-1	1%	7%
15: Cn1c(O)c(C=Nc2ccc(Br)cc2)sc1=O
→ -0.1%	?	-7%	?	?	-1%	-3%	-3%	?	-4%	7%
16: CCN(/N=C/c1cccs1)c1cc(=O)n(C)c(=O)[nH]1
→ -0.1%	-9%	3%	-9%	-2%	8%	-6%	-10%	-2	1%	0%
17: COc1cccc2cc(-c3nnc(SCC(=O)Nc4nc(C)cs4)n3C)oc12
→ 0.1%	1%	-15%	-9%	-1%	-3%	0%	46%	1	-2%	-1%
18: CCOC(=O)C(CC(=O)O)=C(c1ccccc1)c1ccccc1
→ 0.3%	-18%	8%	1%	1%	-2%	-2%	10%	-6	2%	3%
19: [O-][n+]1c2c(nn1-c1ccccc1)/C(=N/O)CCC2
→ 0.4%	-1%	7%	-1%	3%	17%	2%	8%	0	4%	0%
20: Oc1ccccc1CNc1ccc(OC(F)(F)F)cc1
→ -0.5%	2%	-2%	8%	9%	-4%	-1%	-48%[inhibitor]	18	0%	-14%
21: COc1ccccc1Cn1cccc1C=O
→ -0.3%	-30%	5%	1%	0%	-3%	-2%	13%	4	-6%	3%
22: CCN(C[C@H]1N[C@@](C)(C(=O)OC)[C@H]2C(=O)N(C)C(=O)[C@@H]12)C(=O)Nc1ccccc1
→ -0.5%	7%	5%	15%	-1%	6%	-3%	-7%	.	-2%	-1%
23: CC(C)COc1ccc(C(=O)Nc2scc(-c3ccc(Cl)cc3Cl)c2C(N)=O)cc1
→ -0.2%	-37%	9%	4%	-3%	4%	0%	-27%	0	1%	4%
24: Cc1ccccc1[C@]1(C)ON(c2ccccc2C(F)(F)F)C1=O
→ -0.2%	.	5%	15%	-7%	.	.	.	13	-1%	.
25: COc1cccc(/C=C2\N=C(c3c(-c4ccccc4)noc3C)OC2=O)c1OC
→ 0.2%	9%	-10%	2%	-2%	-10%	-1%	-4%	-1	1%	13%
26: COc1cccc(NC(=O)CSc2nnc(Cc3ccc(C)cc3)c(=O)n2N)c1
→ -0.6%	19%	-14%	0%	2%	0%	-4%	-4%	3	-1%	-2%
27: Cc1ccc(S(=O)(=O)N2C(=O)CCC2C(=O)N2CCN(C)CC2)cc1 (configuration not stated)
→ .	-4%	.	.	.	.	-5%	2%	-2	.	0%
28: O=C(N/C(=C/c1ccco1)C(=O)N1CCOCC1)c1ccccc1Br
→ 0.3%	-4%	11%	-6%	7%	6%	0%	9%	-10	6%	2%
29: C=CCn1c(SCc2cc(=O)n3cc(C)ccc3n2)nnc1-c1cccc(C)c1
→ -0.5%	-17%	-1%	-2%	-5%	-1%	-3%	-13%	10	2%	3%
30: CCOc1cccc(C(=O)Nc2cccc(NC(=O)c3ccco3)c2)c1
→ 0.5%	-24%	-2%	-3%	-6%	-2%	-6%	-15%	15	-1%	-2%
31: COc1ccc(CNC(=O)CN(Cc2ccc(C)cc2)S(=O)(=O)c2ccc(Cl)cc2)cc1
→ -0.3%	-28%	6%	-2%	-8%	3%	-7%	-30%[inhibitor]	?	1%	-4%
32: Cn1nccc1NS(=O)(=O)c1ccc(NC(=O)C(F)(F)F)cc1
→ 0.1%	-1%	-8%	-5%	1%	1%	-2%	11%	4	0%	-1%
33: COc1ccc(CC(=O)OCC(=O)NC(=O)NC23CC4CC(CC(C4)C2)C3)cc1
→ 0.0%	-1%	-20%	-1%	-3%	-3%	-1%	-10%	?	-3%	-7%
34: COC(=O)c1cn(C(=O)c2ccc(C)cc2)c2ccccc12
→ -0.6%	23%	-2%	-1%	-1%	-17%	0%	?	11	0%	-3%
35: CN(C)CCNc1ncnc2c1sc1nc(-c3ccccc3)c3c(c12)CCCC3
→ 0.4%	-82%	-16%	-14%	-8%	1%	-7%	-25%	8	-16%	?
36: CCOc1ccc2nc(SCC(=O)N(CC(C)C)c3c(N)n(Cc4ccccc4)c(=O)[nH]c3=O)[nH]c2c1
→ -0.1%	-38%	-2%	-4%	-9%	-2%	2%	-6%	3	0%	-2%
37: CN(Cc1c(F)cccc1Cl)C(=O)c1ccc2ccccc2n1
→ 0.1%	-2%	1%	-10%	-5%	9%	0%	-42%	3	3%	-1%
38: CC(=O)C1C(c2cccc(F)c2)c2c(n[nH]c2C)CC1(C)O (configuration not stated)
→ 3.9%	-7%	6%	-1%	-1%	4%	0%	17%	1	1%	0%
39: CCn1cc(CNC(=O)c2ccc(Cl)c([N+](=O)[O-])c2)c(C)n1
→ 0.0%	-42%	7%	14%	1%	5%	-1%	-31%	24	1%	-2%
40: COc1ccc(OC)c(NC(=O)CCN2C(=O)c3ccccc3C2=O)c1
→ 0.6%	-18%	-3%	8%	-1%	-6%	-3%	-24%	1	0%	2%
41: Cc1ccccc1C(=O)N1CCC(C(=O)Nc2ccc(F)cc2)CC1
→ 0.1%	0%	14%	-6%	-4%	0%	-2%	-2%	-2	3%	3%
42: CC(=O)Nc1ccc(-c2cc3ccccc3o2)cc1
→ -0.2%	?	14%	?	?	-3%	0%	21%	-2	-5%	-2%
43: CCCc1cc(=O)oc2c(C)c(OCC(=O)N3C[C@H]4C[C@@H](C3)c3cccc(=O)n3C4)ccc12
→ -0.9%	4%	-3%	.	5%	9%	-2%	23%	-2	0%	-5%
44: O=C1c2cccc3cccc(c23)C(=O)N1c1ccccn1
→ -0.8%	-1%	5%	-1%	7%	13%	-8%	-51%[inhibitor]	2	3%	28%
45: CCOC(=O)c1ccc(NC(=O)C2CC2)cc1
→ -0.2%	59%	-2%	9%	22%	.	-3%	6%[7.66 µM]	12	4%	3%
46: COc1cc(C2/C(=C(\O)c3ccc4c(c3)CC(C)O4)C(=O)C(=O)N2Cc2ccco2)ccc1O (configuration not stated)
→ -0.1%	-13%	5%	-6%	0%	-2%	-4%	11%	2	-1%	-1%
47: Cc1nc2ccc(NC(=O)N3CCOCC3)cc2nc1C
→ -0.2%	-4%	-2%	-2%	0%	-1%	-5%	17%	2	2%	121%[activator]
48: CN(C(=O)COC(=O)c1ccc2c(c1)OCCO2)C1CCCCC1
→ -3.4%	23%	-4%	12%	5%	15%	-3%	13%	3	0%	2%
